Screening data from PubChem.
Platelet DG rel: modulates dense granule release in human platelets; human platelet-rich plasma, SFLLRN dense granule ATP release, luminescence; inhibition, %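 (compounds screened at 7.5 µM in platelet-rich plasma)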; 0.22% of 300,000 active; AID 1663;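 active = mean replicate score, as percent of positive control, at or above 50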
GSK3beta inhib: inhibitors of human GSK3beta kinase; AID 2097; 0.038% of 300,000 active; activity score (negative = inhibition), % at 10 µM; P49841; GST-GSK3beta kinase, ADP-Glo luminescence, 60 min; hits give low values;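 active = more than half of replicate wells score below -50%, meaning over 50% inhibition versus plate controls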;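 also: 0% = median DMSO wells and -100% = median GW8510 positive control wells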
Target sequence (P49841 whole entry, looked up): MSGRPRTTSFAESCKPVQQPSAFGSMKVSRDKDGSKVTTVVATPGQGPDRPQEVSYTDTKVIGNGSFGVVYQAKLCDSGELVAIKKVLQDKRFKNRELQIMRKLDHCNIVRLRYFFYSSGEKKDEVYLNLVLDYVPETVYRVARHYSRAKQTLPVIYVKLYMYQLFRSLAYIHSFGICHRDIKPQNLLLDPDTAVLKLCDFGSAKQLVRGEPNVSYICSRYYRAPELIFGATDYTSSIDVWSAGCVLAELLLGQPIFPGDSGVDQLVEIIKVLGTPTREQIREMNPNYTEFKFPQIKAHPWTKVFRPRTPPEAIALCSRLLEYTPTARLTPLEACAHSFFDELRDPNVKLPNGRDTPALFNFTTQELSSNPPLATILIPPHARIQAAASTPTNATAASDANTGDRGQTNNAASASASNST
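Test system – GST-tagged human GSK3beta kinase, cell-free · Incubation – 60 min enzyme reaction, room temperature · Signal – ADP-Glo luminescence · Also added – peptide substrate and ATP at 25 µM · Controls – DMSO neutral wells and GW8510 at 20 µM as positive · Buffer or medium – Tris/MgCl2 kinase buffer · Measure – Luminescence-derived activity versus plate DMSO and GW8510 wells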
KLF5 inhibitor: inhibitors of KLF5 expression. 0.23% of 290,000 active. inhibition, % at 5 µM. DLD-1 KLF5 promoter-luciferase reporter, luminescence;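 active = inhibition above a per-plate limit of that plate's mean compound inhibition plus 3 SD, cut at about 60% in these data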;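 also: 0% = DMSO wells and 100% = LY294002 at 200 µM; higher means less KLF5 promoter-driven luciferase light; inactives centre near -14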
HSF1 inh: HSF1 inhibition; NIH3T3-HGL HSE-luciferase, MG132-induced, luminescence 8 h; hits give low values; activity change, negative = inhibition, % at 7.5 µM (by protocol); 0.77% of 300,000 active; AID 2098;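 active = more than half of replicate wells show activity change below -50%, luminescence cut by over half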;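 also: luciferase reports HSF-1 transcriptional activity via heat shock element; 0% = median of DMSO wells and -100% = zero luminescence signal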
HSF1 activator: increases HSF-1 driven luciferase reporter signal. NIH3T3-HGL HSF-1 luciferase reporter, MG132, 8 h; 100% = twice DMSO control signal. activation, % at 9 µM. 1.7% of 300,000 active. AID 504408;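 active = mean replicate activation of at least 50% with a set share of replicates each reaching 50%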;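 also: 0% = median of the neutral control wells and 100% = twice that signal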
aSyn UTR inh: 5' untranslated region of α-synuclein, MLPCN primary screen. alpha-synuclein 5'UTR reporter, inhibitor activity. inhibition, % (tested at 7.5 µM). 0.82% of 300,000 active. AID 1813; in the data active = inhibition above about 60%;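 also: H4 neuroglioblastoma cells stably carrying SNCA 5'UTR luciferase fusion; 0% = DMSO wells and 100% = positive control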
GSK3A inh: inhibitors of human GSK-3 alpha kinase | 0.1% of 320,000 active | AID 2650 | inhibition, % at 10 µM | ADP-Glo luminescence, 60 min;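 in the data active = inhibition above about 50%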;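 also: GST-tagged GSK-3 alpha with peptide substrate and 25 µM ATP; 0% = DMSO neutral wells and 100% = GW8510 positive control wells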
Target sequence (P49840 whole entry, looked up): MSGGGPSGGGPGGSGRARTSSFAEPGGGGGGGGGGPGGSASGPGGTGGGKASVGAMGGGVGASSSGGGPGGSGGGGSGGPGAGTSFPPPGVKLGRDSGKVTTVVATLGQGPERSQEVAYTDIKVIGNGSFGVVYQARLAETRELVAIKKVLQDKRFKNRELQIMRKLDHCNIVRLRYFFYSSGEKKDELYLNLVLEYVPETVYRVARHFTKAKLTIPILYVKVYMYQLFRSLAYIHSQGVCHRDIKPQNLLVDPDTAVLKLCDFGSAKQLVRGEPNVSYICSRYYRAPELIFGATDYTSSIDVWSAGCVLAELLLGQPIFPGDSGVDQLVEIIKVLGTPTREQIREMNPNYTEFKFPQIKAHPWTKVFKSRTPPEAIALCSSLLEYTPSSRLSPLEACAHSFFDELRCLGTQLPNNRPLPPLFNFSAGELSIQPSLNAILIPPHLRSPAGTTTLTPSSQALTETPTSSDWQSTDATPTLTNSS
IEC-6 cytotox: counter-screen for KLF5 inhibitors: cytotoxicity in IEC-6 cells; IEC-6 cytotoxicity, luminescence viability; inhibition, % at 5 µM; AID 1825; 0.78% of 290,000 active; in the data active = inhibition above about 22%;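 also: 0% = plate median of test compound wells and 100% = cytotoxic reference compound wells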
Dyrk1A ADPGlo: inhibitors of rat Dyrk1A kinase; Q63470; ADP-Glo luminescence, NFATc1 peptide; inhibition, % at 12.5 µM; 0.43% of 310,000 active; in the data active = inhibition above about 50%;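 also: plate controls were vehicle with enzyme for no effect and no enzyme for full effect; many of its hits are not listed in these tables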
HSP90 inh: blocks HSP90-mediated luciferase refolding in reticulocyte lysate | Rabbit reticulocyte lysate, luciferase refolding luminescence, 3 h | inhibition, % at 5.6 µM | 0.91% of 290,000 active | AID 1789;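 active = inhibition above the screen-wide mean plus 3 SD, computed separately per campaign, cut at about 16% in these data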;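 also: 0% = DMSO wells and 100% = 60 µM geldanamycin wells; inhibitors lower the luminescence because luciferase stays unfolded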
An asterisk follows results filed as active; nt = no result given.

SMILES	Platelet DG rel	GSK3beta inhib	KLF5 inhibitor	HSF1 inh	HSF1 activator	aSyn UTR inh	GSK3A inh	IEC-6 cytotox	Dyrk1A ADPGlo	HSP90 inh
O=C1C2C3C=CC(CC3)C2C(=O)N1/N=C/c1c[nH]c2ccccc12 (centres undefined)	1	2	-15	10	17	-92	-2	-4	-4	0
c1cncc(-c2nc(-c3ccc4c(c3)OCCO4)cs2)c1	4	-5	-197	32	64*	-94	0	11	12	16
O=C(Nc1cnn(Cc2ccc(Cl)c(Cl)c2)c1)c1nc2ncccn2n1	-2	-1	0	-2	4	-18	-2	17	10	3
CCOC(=O)CSc1nc(N2CCOCC2)c2c(c1C#N)CC(C(C)C)OC2 (centres undefined)	-8	-3	-32	3	13	21	-1	-6	-3	0
CC(NC(=O)COC(=O)c1ccc2ccccc2n1)C1CC2CCC1C2 (centres undefined)	13	3	-2	4	-3	0	2	-1	6	0
O=C(Nc1ccc(N2CCOCC2)c2nonc12)C1CCCC1	3	-1	-45	-1	7	-142	2	-4	-1	-4
O=C(c1ccc(Br)o1)N1CCN(CCOc2ccccc2)CC1	0	-1	-13	-5	-8	14	0	-5	-3	-4
O=C(N/N=C/c1ccc(OC(=O)c2ccc3c(c2)OCO3)cc1)c1cncc(Br)c1	0	0	-38	7	1	-46	-4	2	-11	-6
O=C(CSC1=NCCS1)NC(c1ccccc1)c1ccccc1	0	-2	-15	11	22	-39	1	-3	-2	-2
Cc1cc(/C=N/NC(=O)CC2(C)OCCO2)c(C)n1-c1cc(Cl)cc(Cl)c1	-26	-1	-5	-5	7	3	-3	2	0	5
C=CCN(C(=O)c1csnn1)C(C(=O)NC1CCCCC1)c1ccc(Cl)cc1 (centres undefined)	1	-2	-11	4	6	-20	-2	5	-5	0
O=C(CSc1n[nH]c(-c2ccccc2)n1)N1CCOCC1	2	2	-39	-10	3	-44	-1	-7	-4	-5
CC[n+]1c(/C=C/N(C)c2ccccc2)oc2ccccc21	-1	-1	6	0	-12	-13	-7	20	1	2
COc1ccccc1NC(=O)Cc1nnc(SCC(=O)Nc2ccc(F)cc2F)n1C	-16	-1	-48	-12	1	20	0	-5	1	0
Cc1cccc(NC(=O)COC(=O)c2cccc3c2C(=O)c2ccccc2C3=O)c1C	1	1	-10	28	47	30	nt	1	-3	-1
CCn1ccnc1[C@@H]1C[C@H]2CN(Cc3cccc(Cl)c3)C(=O)[C@]23CCCN13	-1	0	-29	0	12	-32	-2	6	-3	4
CCOC(=O)c1c(O)c2cc(Cl)ccc2n(CC)c1=O	-13	2	-13	16	-1	-53	-4	-7	nt	2
Cc1ccc(S(=O)(=O)c2nc(-c3ccccc3)oc2NCCCN2CCOCC2)cc1	7	0	-40	-5	1	-4	nt	0	2	2
CCCNS(=O)(=O)c1cc2c3c(c1)C(C)C(=O)N3CCC2 (centres undefined)	-14	-2	-13	1	17	-26	1	0	1	-4
COc1ccc(-n2c(=O)c3ccccc3n(CC(=O)Nc3ccccc3OC)c2=O)cc1	0	-1	-26	2	-18	7	0	1	-3	10
CNC(=S)N/N=C(\C)c1ccc(-n2ccnc2)cc1	5	1	-20	-12	-16	23	-2	4	1	2
Cc1ccc(C(=O)CN2C(=O)NC3(CCc4ccccc43)C2=O)c(C)c1 (centres undefined)	8	2	nt	6	1	-5	0	nt	15	nt
NC(=O)c1cccnc1OCC(F)(F)F	-18	1	-4	4	2	2	0	-4	nt	-1
CC1=C(C(=O)OCCc2ccccc2)C(c2ccsc2)NC(=O)N1C (centres undefined)	5	-3	-30	-2	15	8	-2	-5	-3	-5
Cc1cc(C(=O)NCCCN2CCN(C3CCCCC3)CC2)n(-c2ccccc2)n1	4	1	10	-6	9	10	-2	-1	1	2
Other structures
SMILES	Platelet DG rel	GSK3beta inhib	KLF5 inhibitor	HSF1 inh	HSF1 activator	aSyn UTR inh	GSK3A inh	IEC-6 cytotox	Dyrk1A ADPGlo	HSP90 inh
COC(=O)c1c(C(=O)OC)c(-c2cccc(C)c2)n2c1CS(=O)(=O)C2	3	3	-3	-6	-1	30	8	-2	-3	2
O=C(COc1cccc2ccccc12)Nc1cc(Cl)ccc1C(=O)O	3	2	-21	-7	-12	26	-3	2	32	8
C=CCOc1c(Br)cc(CNn2c(C)n[nH]c2=S)cc1OC	6	0	-16	6	19	4	4	3	2	0
COC(=O)C1=C(C)N(c2cccc(Cl)c2)C(=O)C1	-1	-2	-11	11	22	-18	-2	3	-2	-1
O=C(N/N=C/c1ccc(Cl)cc1Cl)Nc1ccccc1	5	0	-3	0	43	20	-3	-7	2	-1
CCCCN(C(=O)c1cc(=O)[nH]c2ccccc12)c1c(N)n(CCCC)c(=O)[nH]c1=O	-12	1	-16	0	6	9	-3	-8	-4	-1
O=C(N/N=C/c1ccncc1)c1ccc(NC(=O)c2ccc(Cl)cc2)cc1	-9	-2	-2	-1	40	-1	-1	3	-3	0
COc1ccccc1OCc1nnc(SCC(=O)N2CCCCC2)o1	1	3	4	-8	7	4	nt	0	-4	9
CN(C)CCN(C(=O)c1ccc2ccccc2c1)c1nc2cc3c(cc2s1)OCCO3	-4	0	-77	12	49	-74	1	2	4	3
CC1CN(C(=O)CCN2C(=O)c3ccccc3C2=O)CC(C)O1 (centres undefined)	9	-1	-13	0	-8	1	3	0	-1	-3
Cc1cc2nc3c(nc2cc1C)C1(C(=O)N(C)C)CCC3(C)C1(C)C (centres undefined)	5	3	-18	-1	4	4	-1	2	0	4
CCCn1cnc2cc(NC(=O)c3ccco3)ccc21	20	1	-141	4	32	-32	-3	2	1	9
CC(C)(C)C(=O)N1CCN(c2ccnc3cc(Cl)ccc23)CC1	-10	1	-33	-6	3	12	7	-2	17	1
COc1ccc2oc(=N)c(C(=O)Nc3cccc(C)c3C)cc2c1	11	-3	-190	2	-3	-158	-3	2	7	-2
COc1cc(S(=O)(=O)NCC2CCCO2)c(OC)cc1Cl (centres undefined)	-3	2	-26	-21	-35	12	-1	1	6	4
CCOc1ccc(C(CC(=O)O)NC(=O)Cc2ccc(Cl)cc2)cc1 (centres undefined)	-2	1	-34	1	1	13	-6	-13	3	-4
Cc1cccc(OCC(=O)Nc2ccc3c(c2)OCO3)c1C	4	1	2	10	5	-50	1	0	-3	0
CN(C(=O)c1ccc(NC(=O)Cc2ccccc2)cc1)c1ccccc1	-13	1	-24	0	-9	-25	2	-1	4	0
COc1ccc(N2C(=O)CC(N3CCN(S(=O)(=O)c4ccc(Cl)cc4)CC3)C2=O)cc1 (centres undefined)	2	3	-21	-3	10	24	4	-7	-1	-1
CN1C(=O)NC(c2cccc([N+](=O)[O-])c2)C2=C1CC(C)(C)CC2=O (centres undefined)	-7	-2	-10	18	3	17	-2	-2	-4	-3
CN(CCc1ccccn1)C(=O)c1cccnc1Oc1ccccc1	-5	-3	-3	-3	-9	21	0	-5	nt	1
COCc1nnc(NC(=O)CS(=O)(=O)Cc2ccccc2)s1	1	0	-19	-31	-46	8	-2	1	-1	1
N#Cc1ccc(/C=C\c2nccc3c2[nH]c2ccccc23)cc1	19	-1	-37	8	11	6	-4	12	4	-1
Cc1cc(C(C)(C)C)cc(S(=O)(=O)NCCc2ccncc2)c1C	6	0	-13	11	8	2	-1	5	-2	0
CSc1nsc(SCCN2C(=O)c3ccccc3C2=O)n1	10	-3	12	6	17	-16	1	-5	8	3

Ordered by SMILES length (highest first): part of the list above
SMILES	Platelet DG rel	GSK3beta inhib	KLF5 inhibitor	HSF1 inh	HSF1 activator	aSyn UTR inh	GSK3A inh	IEC-6 cytotox	Dyrk1A ADPGlo	HSP90 inh
CCCCN(C(=O)c1cc(=O)[nH]c2ccccc12)c1c(N)n(CCCC)c(=O)[nH]c1=O	-12	1	-16	0	6	9	-3	-8	-4	-1
CCn1ccnc1[C@@H]1C[C@H]2CN(Cc3cccc(Cl)c3)C(=O)[C@]23CCCN13	-1	0	-29	0	12	-32	-2	6	-3	4
O=C(N/N=C/c1ccc(OC(=O)c2ccc3c(c2)OCO3)cc1)c1cncc(Br)c1	0	0	-38	7	1	-46	-4	2	-11	-6
C=CCN(C(=O)c1csnn1)C(C(=O)NC1CCCCC1)c1ccc(Cl)cc1 (centres undefined)	1	-2	-11	4	6	-20	-2	5	-5	0
O=C1C2C3C=CC(CC3)C2C(=O)N1/N=C/c1c[nH]c2ccccc12 (centres undefined)	1	2	-15	10	17	-92	-2	-4	-4	0
CCOC(=O)CSc1nc(N2CCOCC2)c2c(c1C#N)CC(C(C)C)OC2 (centres undefined)	-8	-3	-32	3	13	21	-1	-6	-3	0
O=C(Nc1cnn(Cc2ccc(Cl)c(Cl)c2)c1)c1nc2ncccn2n1	-2	-1	0	-2	4	-18	-2	17	10	3
CC(NC(=O)COC(=O)c1ccc2ccccc2n1)C1CC2CCC1C2 (centres undefined)	13	3	-2	4	-3	0	2	-1	6	0
COc1ccc2oc(=N)c(C(=O)Nc3cccc(C)c3C)cc2c1	11	-3	-190	2	-3	-158	-3	2	7	-2
COc1cc(S(=O)(=O)NCC2CCCO2)c(OC)cc1Cl (centres undefined)	-3	2	-26	-21	-35	12	-1	1	6	4
O=C(N/N=C/c1ccc(Cl)cc1Cl)Nc1ccccc1	5	0	-3	0	43	20	-3	-7	2	-1

Next part:
SMILES	Platelet DG rel	GSK3beta inhib	KLF5 inhibitor	HSF1 inh	HSF1 activator	aSyn UTR inh	GSK3A inh	IEC-6 cytotox	Dyrk1A ADPGlo	HSP90 inh
Cc1ccc(NS(=O)(=O)c2c(C(=O)N3CCCCCC3)c(C)n(C)c2C)c(Cl)c1	-1	5	-5	1	-10	12	-2	-5	-1	-4
CCCCNS(=O)(=O)c1ccc2nc(SCC(=O)Nc3cccc(F)c3)[nH]c2c1	1	1	-16	6	13	7	-1	-3	3	1
O=C(CC(C(=O)N1CCc2ccccc21)n1ccnc1)N1CCc2ccccc2C1 (centres undefined)	11	-3	-23	20	18	-30	-2	-2	6	-2
NC(=O)C1CCN(c2ncccc2[N+](=O)[O-])CC1	13	4	-1	-1	1	-3	0	9	nt	1
O=C(COc1ncnc2ccccc12)Nc1cc([N+](=O)[O-])ccc1F	0	-1	-11	0	-1	-8	-2	11	-6	1
CCNC(=O)COc1ccc(C=O)cc1OC	-5	3	-14	2	15	-24	1	6	-2	2
Cc1ccc(S(=O)(=O)Cc2ccc(C(=O)N3CCN(c4cccc(C)c4C)CC3)o2)cc1	94*	1	64*	-28	-30	88*	-1	77*	5	2
O=S(=O)(NCCOC12CC3CC(CC(C3)C1)C2)c1cccc2nsnc12	4	0	-1	4	20	13	0	1	1	5
CCCOc1ccc(NC(=O)C2CCCNC2=O)cc1 (centres undefined)	-7	0	-41	1	-3	-24	-4	7	-6	1

Not all compounds are listed; count on the stated rates, not on these rows.
